IEC-6 tox = kills IEC-6 intestinal cells in KLF5 counter-screen. inhibition, % at 5 µM. IEC-6 cytotoxicity, luminescence viability. 290,000 compounds, 0.78% hits; in the data active means inhibition above about 22%;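 further: 0% = plate median of test compound wells and 100% = cytotoxic reference compound wells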
HIF act = HIF pathway transcriptional activation; U2OS HRE-luciferase reporter, luminescence; normalized: DMSO 0%, desferrioxamine 100%; activation, % at 7.5 µM (by protocol); 300,000 compounds, 0.32% hits;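 active means mean activation of at least 10% of the iron chelator positive control signal, with at least half of replicates also reaching 10%; inconclusive means mean and replicate majority disagree about reaching 10%; inactive means mean and most replicates under 10%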
TRPC6 inh = inhibitors of mouse TRPC6 channel | B-score at 10 µM | 310,000 compounds, 1.1% hits | HEK293-TRPC6, membrane potential dye, ACh-evoked depolarization; stronger effect = lower value | Q61143 | AID 2553;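 active means B-score under library mean minus 3 SD, initial fluorescence not abnormally high, positive integrated signal ratio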;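 further: B-score derived from integrated fluorescence ratio over the kinetic read; more negative B-score means stronger inhibition of depolarization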
Target sequence (Q61143 whole entry, looked up): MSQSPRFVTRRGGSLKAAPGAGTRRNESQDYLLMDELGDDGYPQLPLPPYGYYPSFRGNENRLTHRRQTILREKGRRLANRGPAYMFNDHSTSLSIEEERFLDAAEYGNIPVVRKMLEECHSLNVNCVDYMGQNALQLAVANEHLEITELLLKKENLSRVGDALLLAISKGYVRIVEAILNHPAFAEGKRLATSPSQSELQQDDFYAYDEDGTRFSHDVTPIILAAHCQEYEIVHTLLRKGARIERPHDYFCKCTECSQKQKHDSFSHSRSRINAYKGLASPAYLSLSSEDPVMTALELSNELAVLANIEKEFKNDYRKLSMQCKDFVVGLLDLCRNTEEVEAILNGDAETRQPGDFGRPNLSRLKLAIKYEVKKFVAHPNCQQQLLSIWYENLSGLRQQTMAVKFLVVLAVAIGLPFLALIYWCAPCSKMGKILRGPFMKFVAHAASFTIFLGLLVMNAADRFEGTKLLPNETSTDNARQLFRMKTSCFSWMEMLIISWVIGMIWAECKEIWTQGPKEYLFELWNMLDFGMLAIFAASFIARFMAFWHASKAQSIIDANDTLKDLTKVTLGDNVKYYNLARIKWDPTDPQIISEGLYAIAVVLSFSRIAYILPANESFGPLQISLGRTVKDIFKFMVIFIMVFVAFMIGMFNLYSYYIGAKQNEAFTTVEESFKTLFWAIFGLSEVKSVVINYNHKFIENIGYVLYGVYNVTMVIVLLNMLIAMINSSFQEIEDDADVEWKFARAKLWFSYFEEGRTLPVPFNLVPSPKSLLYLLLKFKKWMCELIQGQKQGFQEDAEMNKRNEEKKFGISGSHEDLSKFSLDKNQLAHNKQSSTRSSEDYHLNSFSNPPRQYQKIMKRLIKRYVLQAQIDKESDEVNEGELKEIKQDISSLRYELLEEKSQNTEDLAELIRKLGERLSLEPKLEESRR
TRPC4 block = TRPC4 (mouse) channel inhibition; Q9QUQ5; B-score at 10 µM; 300,000 compounds, 0.39% hits; HEK293 TRPC4beta/mu-opioid, DAMGO-evoked Fluo4 calcium flux; stronger effect = lower value;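 active means B-score over 3 SD under the library average, no early fluorescence shift, positive overall ratio signal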
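Assay system: Stable TRPC4beta/mu-opioid receptor HEK293 cells | Reagent: DAMGO in two steps, submaximal then maximal | Compound dosing: Single concentration per test compound | Signal: Fluo4 Ca2+ flux fluorescence | Evaluation: Per-well B score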
TRPC4 potent = TRPC4 (mouse) allosteric potentiation. Q9QUQ5. HEK293 TRPC4beta/mu-opioid, DAMGO EC20, Fluo-4 Ca2+ flux; stronger effect = higher value. B-score at 10 µM. 310,000 compounds, 0.42% hits;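 active means B-score of calcium response area above 5 SD of library B-scores, with initial fluorescence ratio within 5 SD of library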;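 further: B-score of integrated fluorescence ratio over time as area under calcium response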
TRPC4 act = activators of mouse TRPC4 channel | HEK293 TRPC4beta/mu-opioid, Fluo4 calcium fluorescence; stronger effect = higher value | B-score at 10 µM | 310,000 compounds, 0.49% hits | AID 2237 | Q9QUQ5;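 active means B-score above 5 SD of library B-scores, and initial fluorescence ratio not above library mean plus 5 SD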;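 further: positive B-score marks a calcium rise read as TRPC4 activation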
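Assay system: HEK293 stable line with TRPC4beta plus mu-opioid receptor; schedule: 45 min room-temperature Fluo4 loading, 110 s read; technique: kinetic Fluo4 calcium fluorescence; evaluation: integrated baseline-normalised fluorescence ratio, converted to per-well B score; controls: buffer (low) and maximal DAMGO (high)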
aSyn UTR inh = MLPCN primary screen, SNCA 5' untranslated region; inhibition, % (tested at 7.5 µM); 300,000 compounds, 0.82% hits; alpha-synuclein 5'UTR reporter, inhibitor activity; in the data active means inhibition above about 60%; inconclusive means no clear call, values can overlap the other calls;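 further: H4 neuroglioblastoma cells stably carrying SNCA 5'UTR luciferase fusion; 0% = DMSO wells and 100% = positive control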
KLF5 inh = suppresses KLF5 promoter-driven expression | 290,000 compounds, 0.23% hits | inhibition, % at 5 µM | DLD-1 KLF5 promoter-luciferase reporter, luminescence;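 active means inhibition above a per-plate limit of that plate's mean compound inhibition plus 3 SD, cut at about 60% in these data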;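 further: 0% = DMSO wells and 100% = LY294002 at 200 µM; higher means less KLF5 promoter-driven luciferase light; inactives centre near -14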
TRPC6 activator = mouse TRPC6 channel activation; Q61143; B-score at 10 µM; AID 2550; 310,000 compounds, 0.13% hits; HEK293-TRPC6 membrane potential dye fluorescence; stronger effect = higher value;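 active means B-score of the integrated fluorescence ratio above library mean plus 3 SD, and starting fluorescence ratio within library mean plus 5 SD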;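 further: higher score means more depolarization so channel activation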
SKKanGAS inh = SKKanGAS growth inhibition; S. pyogenes SKKanGAS, kanamycin growth, BacTiter-Glo, 6 h; 300,000 compounds, 1.3% hits; inhibition, % at 7.5 µM; AID 1662;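 active means mean replicate score, as percent of positive control median, at least 50; inconclusive means mean below 50 but one replicate at or above 50; inactive means mean and every replicate below 50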;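 further: strain carries kanamycin resistance gene driven by streptokinase promoter and grows in 40 µg/ml kanamycin; loss of luminescence reflects streptokinase promoter inhibition or plain growth inhibition; 0% = median of DMSO wells and 100% = positive control at its reference dose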
MrgX1 antagonist = blocks BAM8-22 activation of human MrgX1 receptor; Q96LB2; MRGX1-HEK293 calcium flux, Fluo-4, BAM8-22 antagonism; stronger effect = lower value; B-score at 10 µM; 310,000 compounds, 1.3% hits; AID 588676;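 active means calcium-response B-score plate-corrected more than 3 library SD below zero, starting fluorescence within 5 deviations, no agonist response on first addition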;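 further: peak minus trough fluorescence over baseline after final BAM8-22 challenge near maximal dose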
Numbers without * were called inactive; i = inactive; ? = inconclusive; / = not tested or not shown. Hits appear at their usual frequency. Share with any hit: about 5.8%.

SMILES | IEC-6 tox | HIF act | TRPC6 inh | TRPC4 block | TRPC4 potent | TRPC4 act | aSyn UTR inh | KLF5 inh | TRPC6 activator | SKKanGAS inh | MrgX1 antagonist
CN(C)c1ccc(/C=N/NC(=O)CNC(=O)c2ccncc2)cc1 | 5 | 0.0 | i | i | i | i | -13 | -45 | i | -1 | i
CCn1c(SCC(=O)Nc2ccc(C(=O)OC)cc2)nc2cccnc21 | 4 | 0.6 | i | i | i | i | 5 | 2 | i | 2 | i
Cc1cc2c(cc(C(=O)N3CCC(C(=O)NC4CCCC4)CC3)n2Cc2c(F)cccc2Cl)o1 | / | 2.2 | i | i | i | i | -9 | / | i | 2 | i
C=C1SC(=Nc2ccccc2Cl)N(C(=O)c2sc3ccccc3c2Cl)C12CCCCC2 | 5 | 2.5 | i | i | i | i | -32 | -11 | i | ? | i
COc1cc(/C=C2/NC(=O)N(Cc3ccccc3F)C2=O)cc(OC)c1O | -3 | -0.3 | i | i | i | i | 5 | -29 | i | -6 | i
Cc1ccc(S(=O)(=O)N2CCCCC2)cc1NC(=O)Cc1c[nH]c2ccccc12 | 0 | -0.5 | i | i | i | i | 21 | 8 | i | 5 | i
O=C(Nc1ccccc1)NC1(C(=O)N2CCC(O)CC2)CCCCC1 | -5 | -0.2 | i | i | i | i | -4 | -13 | i | 3 | i
Cc1ccc(NS(=O)(=O)c2ccc(Cl)c(C(=O)Nc3cccc(C(=O)O)c3)c2)cc1 | -8 | -1.0 | i | i | i | i | 12 | -9 | i | 6 | i
CCOC(=O)CN1C(=O)C(=O)N(Cc2ccccc2F)C1=O | -1 | -0.8 | i | i | i | i | -4 | -27 | i | 4 | i
CCCCOC(=O)CSC1=C(C#N)C(c2cccnc2)C(C(=O)OCC)=C(c2ccccc2)N1 (stereo unspecified) | 0 | -0.2 | i | i | i | i | 9 | -16 | i | 7 | i
CC(NC(=O)CCc1nnc(-c2ccc(-c3ccccc3)cc2)o1)c1nccs1 (stereo unspecified) | -8 | -1.7 | i | i | i | i | 89* | -86 | i | 6 | i
CCOc1ccc(S(=O)(=O)N2CCC(C(=O)NC3CCCC3)CC2)cc1 | -2 | -0.2 | i | i | i | i | 4 | -45 | i | -1 | i
CC1(c2nnc(-c3cccc(Cl)c3)o2)CC(c2c(Cl)cccc2Cl)=NO1 (stereo unspecified) | / | -0.3 | i | i | i | i | 4 | / | i | 0 | i
CC(NC(=O)CCC(=O)c1ccc(F)cc1)C1CC2CCC1C2 (stereo unspecified) | 5 | -0.3 | i | i | i | i | 19 | -25 | i | -2 | i
Cc1ccc(C(CC(N)=O)c2ccco2)cc1 (stereo unspecified) | -2 | -0.2 | i | i | i | i | 6 | -2 | i | 14 | i
Cc1cc2oc(C(=O)NCCc3ccc(S(N)(=O)=O)cc3)c(C)c2cc1C | 0 | -1.0 | i | i | i | i | 19 | -50 | i | / | i
Cc1ccc(N2C3=C(C(=O)CC(C)(C)C3)C(c3cn(C)nc3C)C3=C2CC(C)(C)CC3=O)cc1 | / | -0.1 | i | i | i | i | -16 | / | i | -6 | -6.6*
CC(=O)c1nn(-c2cccc(Cl)c2)cc1C(=O)c1ccco1 | 5 | -0.1 | i | i | i | i | 27 | -15 | i | -1 | i
O=C(Cc1noc2ccccc12)NNC(=S)Nc1ccccc1 | -3 | 0.4 | i | i | i | i | 43 | -4 | i | -1 | i
Cc1occc(=O)c1OCc1c(F)cccc1Cl | 5 | 0.1 | i | i | i | i | 12 | 20 | i | -7 | i
Cc1ccc2nc(C)cc(C(=O)Nc3nccs3)c2c1 | 0 | -0.7 | i | / | i | i | -11 | 8 | i | 1 | i
CCOc1cc(/C=N/N2C(=O)NC3(CCCCC3)C2=O)cc(Br)c1O | 1 | 0.4 | i | i | i | i | -4 | -11 | i | -6 | i
Cc1cccc(NC(=S)NNC(=O)c2csc3c2CCC(C)C3)c1 (stereo unspecified) | 0 | 2.7 | i | i | i | i | -77 | -41 | i | -5 | i
CCCCNC(=O)CCCCn1c(=S)[nH]c2c([nH]c3ccc(OC)cc32)c1=O | 1 | -0.3 | i | i | i | i | -11 | -4 | i | 3 | i
CCCc1cc(=O)[nH]c(NCCc2ccccc2)n1 | -7 | 1.3 | i | i | i | i | -29 | -32 | i | -1 | i
Fc1ccc(-c2nnc(CSc3nnc4ccccn34)o2)cc1 | 7 | 0.4 | i | i | i | i | -116 | -58 | i | -1 | i
Cc1cc(C(F)(F)F)nn1CC(=O)N(C)C1CCCCC1 | 0 | -0.1 | i | i | i | i | 14 | -21 | i | -1 | i
Cc1ccc(O)c(NC(=O)C2CCCN2C(=O)OCc2ccccc2)c1 (stereo unspecified) | 0 | 0.2 | i | i | i | i | 12 | -6 | i | -10 | i
Cc1cc(OCC(O)CN2CCc3ccccc3C2)cc(C(C)C)c1 (stereo unspecified) | 3 | -2.9 | i | i | i | i | -1 | 3 | i | -6 | i
O=S(=O)(c1ccc(Cl)cc1)N1CCN=C1SCc1ccc(Cl)c(Cl)c1 | 0 | -0.1 | i | i | i | i | 27 | -9 | i | -1 | i
CCC(C)NCCOCCOc1ccc(Cl)c(C)c1C (stereo unspecified) | -2 | -0.2 | i | i | i | i | -12 | 1 | i | 0 | i
COc1ccc(S(=O)(=O)Nc2ccc(S(=O)(=O)N3CCOCC3)cc2)cc1 | 2 | 0.0 | i | i | i | i | -5 | 1 | i | -4 | i
CN(C)S(=O)(=O)c1ccc(C(=O)OCC2COC(C)(C)O2)cc1 (stereo unspecified) | 0 | -0.8 | i | i | i | i | 5 | 5 | i | -4 | i
O=C(Nc1nc2c(s1)CCCC2)C1CCCN1C(=O)c1cccs1 (stereo unspecified) | -3 | -0.2 | i | i | i | i | 8 | -15 | i | 11 | i
CC(C)NC(=O)c1nn2c(C(F)(F)F)cc(-c3ccco3)nc2c1Cl | -6 | -0.6 | i | i | i | i | -3 | -21 | i | -5 | i
C/C(=N\NC(N)=O)c1ccc(Cl)s1 | -2 | 1.1 | i | i | i | i | 7 | -20 | i | -3 | i
COCCCNC(=O)CCn1c(=O)c2ccccc2n(CC(=O)Nc2ccc(C)cc2C)c1=O | -1 | -0.3 | i | i | i | i | -1 | -12 | i | 5 | i
O=c1cc(-c2ccccc2)nc2nc[nH]n12 | 4 | 0.6 | i | i | i | i | 0 | -19 | i | -8 | i
O=C(Nc1ccccc1C(=O)Nc1ccccc1)c1cccs1 | 2 | 0.0 | i | i | i | i | 9 | -33 | i | 29 | i
CC(C)(C)c1cccc(P(=O)(c2ccccc2)c2ccccc2)c1O | -6 | -0.2 | i | i | i | i | 9 | -15 | i | -2 | i

Structures shown so far with an aryl methoxy group, in the order listed:
SMILES | IEC-6 tox | HIF act | TRPC6 inh | TRPC4 block | TRPC4 potent | TRPC4 act | aSyn UTR inh | KLF5 inh | TRPC6 activator | SKKanGAS inh | MrgX1 antagonist
COc1cc(/C=C2/NC(=O)N(Cc3ccccc3F)C2=O)cc(OC)c1O | -3 | -0.3 | i | i | i | i | 5 | -29 | i | -6 | i
CCCCNC(=O)CCCCn1c(=S)[nH]c2c([nH]c3ccc(OC)cc32)c1=O | 1 | -0.3 | i | i | i | i | -11 | -4 | i | 3 | i
COc1ccc(S(=O)(=O)Nc2ccc(S(=O)(=O)N3CCOCC3)cc2)cc1 | 2 | 0.0 | i | i | i | i | -5 | 1 | i | -4 | i

Other compounds:
SMILES | IEC-6 tox | HIF act | TRPC6 inh | TRPC4 block | TRPC4 potent | TRPC4 act | aSyn UTR inh | KLF5 inh | TRPC6 activator | SKKanGAS inh | MrgX1 antagonist
Cc1c(C)n(C(=O)CSc2nncn2C)c2ccccc12 | -2 | 0.3 | i | i | i | i | 3 | -12 | i | -6 | i
CC(c1ccco1)N(C(=O)c1cccc(S(=O)(=O)N(C)C)c1)c1ccccn1 (stereo unspecified) | 6 | 0.0 | i | i | i | i | 13 | 13 | i | 4 | i
Cc1c(C(=O)N(C)CCc2cnn(C)c2)oc2c(F)cccc12 | -2 | 0.3 | i | i | i | i | 28 | -7 | i | 0 | i
Clc1ccc2nnnc(-c3ccccc3)c2c1 | -4 | -1.9 | i | i | i | i | -375 | -14 | i | -1 | -4.6*
CCCn1c(N2CCN(C(=O)NCc3ccccc3)CC2)nc2ccccc21 | 1 | -0.1 | i | i | i | i | -10 | -12 | i | 7 | i
CC1CCCCN1CCCn1c(=S)[nH]c2ccccc2c1=O (stereo unspecified) | 2 | -0.3 | i | i | i | i | 16 | -13 | i | 1 | i
O=C(NCCN1CCOCC1)C(=O)NCC1CCCO1 (stereo unspecified) | 2 | -0.7 | i | i | i | i | -11 | -15 | i | -7 | i
O=C(CNCc1ccccc1)NCCCN1CCCC1=O | 2 | 0.7 | i | i | i | i | 0 | -22 | i | 3 | i
O=C(CSc1ncnc2ccccc12)NCC(=O)c1ccccc1 | 0 | 0.8 | i | i | i | i | -32 | -33 | i | -5 | i
COc1cccc(CNC(=O)C2CCN(c3nn4c(=O)cc(C)nc4s3)CC2)c1 | 2 | -0.3 | i | i | i | i | 10 | -27 | i | 1 | i
COC(C(=O)N/N=C/c1ccc(OCC(=O)N2CCOCC2)cc1)c1ccccc1 (stereo unspecified) | -5 | -1.1 | i | i | i | i | -21 | 0 | i | 1 | i
CC(c1ccccc1)N1C(=O)c2ccccc2C1O (stereo unspecified) | 1 | 0.2 | i | i | i | i | -18 | 3 | i | -8 | i
Cn1ccnc1C(O)(c1nnc(-c2ccccc2)o1)C(F)(F)F (stereo unspecified) | 2 | -0.4 | i | i | i | i | 1 | -24 | i | 4 | i
c1ccc2nc3c(nc2c1)c1ccccc1n3CCN1CCOCC1 | 23* | 2.6 | -5.1* | i | i | i | -80 | -111 | i | 6 | i
COc1ccc(NC(=S)N2CCC(Cc3ccccc3)CC2)cc1 | 9 | / | i | i | i | i | / | -10 | i | / | i
COC(=O)CC/C(C)=N\Nc1ccc([N+](=O)[O-])cc1[N+](=O)[O-] | -4 | -0.1 | i | i | i | i | 4 | -2 | i | -10 | i
COc1ccccc1N1CCN(C(=O)c2cc(-c3ccccc3)on2)CC1 | -1 | 0.0 | i | i | i | i | 2 | -18 | i | -7 | i

A few values from above:
Cn1ccnc1C(O)(c1nnc(-c2ccccc2)o1)C(F)(F)F (stereo unspecified) in KLF5 inh has -24
c1ccc2nc3c(nc2c1)c1ccccc1n3CCN1CCOCC1 in IEC-6 tox has 23*
